Compound activity from PubChem.
SKN-1 inh – C. elegans SKN-1 inhibition. C. elegans VP596 Pgst-4::GFP/RFP ratio, acrylamide-induced, 24 h. inhibition, % at 21.8 µM. 0.49% of 360,000 active. AID 624304;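 active = interference check ratio from 0.5 to 1.5 plus GFP to RFP signal ratio inhibition reaching or exceeding a fixed threshold, cut at about 30% in these data, passing the limit was not always enough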; note: some compounds called inactive have numbers as strong as hits
Rin1-Abl PPI inh – inhibitors of human Rin1-Abl protein interaction; TR-FRET Rin1/Abl binding, biochemical; inhibition, % at 7.35 µM; 0.4% of 360,000 active; AID 588664; in the data active = inhibition above about 5%, passing the limit was not always enough
CendR NRP1 mod – modulators of CendR peptide binding to human neuropilin-1; O14786; FAM-RPARPAR peptide binding to NRP-1, fluorescence polarization; inhibition, % at 25 µM; 0.85% of 360,000 active;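 active = inhibition or corrected inhibition above about 18%, plus a signal ratio from 0.5 to 1.5, limit read from the data, passing the limit was not always enough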; note: strong numbers were not always called active
MsrA inhibitor – inhibits bovine methionine sulfoxide reductase A; purified bovine MsrA, absorbance read-out; inhibition, % at 15.5 µM; 0.75% of 360,000 active; AID 651718; in the data active = inhibition above about 4.5%;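 note: 0% = vehicle wells with enzyme and 100% = reference inhibitor wells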
E coli Lon inh – inhibitors of E. coli Lon protease; purified E. coli Lon protease, fluorescence polarization; AID 602123; 0.42% of 360,000 active; inhibition, % at 7.94 µM; in the data active = inhibition above about 13%, passing the limit was not always enough;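 note: 0% = enzyme with probe and DMSO and 100% = no enzyme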
Neddylation inh – blocks human cullin neddylation | TR-FRET cullin neddylation, biochemical | calls only at 25 µM | 0.58% of 360,000 active | AID 651699; in the data active = inhibition above about 36%
FAS TE block – blocks the thioesterase domain of human fatty acid synthase; P49327; recombinant FAS-TE, OMFH fluorogenic substrate, fluorescence endpoint; inhibition, % at 15 µM; 0.67% of 360,000 active; AID 602261;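 active = compounds whose normalised, plate-corrected inhibition of enzyme fluorescence in the single-dose primary screen is 50% or more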;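 note: 0% = DMSO with enzyme and 100% = substrate without enzyme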
bovine MsrA act – activators of bovine methionine sulfoxide reductase A; activation, % at 10.6 µM; 0.3% of 360,000 active; AID 602163; purified bovine MsrA, absorbance read-out; in the data active = activation above about 7.5%;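 note: 0% = vehicle and 100% = reference activator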
MT1-MMP act inh – MT1-MMP (human) activation inhibition; P50281; HT1080 RFP-PRO-GFP cells, GFP/RFP ratio fluorescence, overnight; percent of plate control window, DMSO zero; GFP/RFP ratio change, % at 20 µM; 0.061% of 360,000 active; AID 651647;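 active = GFP/RFP ratio change of at least 30% with cell ATP level not reduced by more than half and red fluorescence within 50% of control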; note: strong numbers were not always called active
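Read-out: GFP/RFP fluorescence ratio; Test system: RFP-PRO-GFP reporter HT1080 cells; Compound dosing: single-point 20 µM compound, 1% DMSO; Times: overnight compound exposure at 37 °C.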
Active calls of the source: *; i = inactive; x = not tested or not shown.

no.	molecule	SKN-1 inh	Rin1-Abl PPI inh	CendR NRP1 mod	MsrA inhibitor	E coli Lon inh	Neddylation inh	FAS TE block	bovine MsrA act	MT1-MMP act inh
1	Cc1nnc(SCC(=O)N(C)C2CCS(=O)(=O)C2)n1Cc1ccccc1 (configuration not stated)	-2	5	-8	0.1	0	i	-2	-2	-5
2	COc1ccccc1NC(=O)CSc1nnnn1C1CCCC1	5	-1	4	1.5	-3	i	-5	-9	0
3	COc1ccc(S(=O)(=O)CC(=O)c2cc3cc(Br)ccc3oc2=O)cc1	1	-2	-39	0.2	-17	i	1	-1	-5
4	CCc1cccc2c(C(=O)COC(=O)c3c(C)noc3C)c[nH]c12	12	-1	-6	-0.1	0	i	6	-3	6
5	CCOc1ccc2nc(N(CCN(CC)CC)C(=O)c3ccc([N+](=O)[O-])cc3)sc2c1	-5	-5	11	-1.3	2	i	14	-2	3
6	COc1ccc(N2CCN(S(=O)(=O)CCNC(=O)C34CC5CC(CC(C5)C3)C4)CC2)cc1	0	1	0	0.9	-7	i	-1	-5	-1
7	COc1cccc(NC(=O)Cc2ccccc2)c1	4	-4	2	-0.3	9	i	-4	0	5
8	NC(=O)C1CCN(CCC(=O)Nc2ccc3c(c2)CCC3)CC1	5	2	0	-0.1	-1	i	-1	-2	-3
9	Cc1ccc(C(=O)NC(C(=O)OCc2cn3cc(Cl)ccc3n2)C(C)C)cc1 (configuration not stated)	0	1	10	-1.7	-19	i	13	-2	-3
10	NS(=O)(=O)c1cccc(NC(=O)CCc2ccc(S(=O)(=O)N3CCOCC3)cc2)c1	13	3	-5	-0.3	-7	i	-6	-2	4
11	CC(C)c1nc2oc3c(NCCO)ncnc3c2c2c1COC(C)(C)C2	14	7.7*	17	1.6	1	x	-3	-1	-1
12	Cc1ccc2c(CC(=O)OCC(=O)Nc3ccc(Cl)cn3)coc2c1	9	2	-20	-1.6	2	i	13	0	1
13	O=C(NCc1ccco1)C(Cc1ccccc1)N1C(=O)C2C3C=CC(C3)C2C1=O (configuration not stated)	5	-1	-5	-0.4	-16	i	-5	-3	2
14	O[C@@H]1C[C@H](c2ccc(Cl)cc2)N(Cc2cccs2)C[C@H]1n1cc(-c2ccc(F)cc2)nn1	-8	0	-49	0.9	-5	i	-2	-6	4
15	COc1ccc(OC)c(S(=O)(=O)n2ccc(C)n2)c1	10	-4	9	0.9	-2	i	-6	-3	0
16	COc1ccc(/C=C/C(=O)Oc2cc(C)[nH]c(=O)c2[N+](=O)[O-])cc1OC	-9	2	-7	2.2	-5	i	-12	-14	3
17	Cc1cccc(N(C(=O)Cc2cccs2)C(C(=O)NCc2ccco2)c2ccncc2)c1 (configuration not stated)	-1	0	0	0.9	-6	i	-4	-2	0
18	CC/C(=N\NC(=O)Nc1ccccc1)c1ccccc1	8	0	-1	0.2	7	i	-4	-2	3
19	CC(C)c1ccc(NC2CCCN(C(=O)CCN3Cc4ccccc4C3=O)C2)cc1 (configuration not stated)	-3	3	4	-0.2	-4	i	1	-3	2
20	COc1ccc(CNC(=O)CCn2c(=O)c3cccn3c3ccc(F)cc32)cc1	19	2	12	0.1	-11	i	6	-5	0
21	O=C(O)c1ccccc1N/N=C/c1c(Sc2nnnn2-c2ccccc2)nc2ccccn2c1=O	16	-4	-165	-0.3	-29	i	-14	-3	-15
22	CC(=O)c1cc(C(=O)N2CCCC(CCC(=O)N(C)CCc3ccccn3)C2)cs1 (configuration not stated)	9	-2	0	-1.0	5	i	-5	-1	0
23	O=C(Nc1ccc(Cl)c([N+](=O)[O-])c1)c1ccc2c(c1)OCCO2	0	0	-3	-1.0	-2	i	31	-1	-3
24	Cc1cc(=O)n2nc(-c3ccc(C(F)(F)F)cc3)sc2n1	3	0	-2	0.4	-7	i	-7	1	6
25	COc1cc(/C=N/NC(=S)Nc2cccnc2)cc(OC)c1O	-1	-2	6	4.5	-1	i	-6	-12	3
26	C=CCOC(=O)C1=C[C@H](c2ccc(C(F)(F)F)cc2)C[C@H](OCCCCO)O1	-8	1	7	-0.9	-12	i	0	-1	1
27	C=CCc1cccc(C2Nc3ccccc3C(=O)N2O)c1O (configuration not stated)	-2	1	-14	0.7	2	i	2	0	1
28	C=CCn1nc(-c2ccccc2)c2c(C)onc2c1=O	6	3	-1	-0.4	-11	i	-2	-5	0
29	COc1cc(C(=O)NCCOc2cc(C)ccc2C(C)C)cc(OC)c1OC	2	2	-7	-0.5	-1	i	7	3	-6
30	CCN1CCC(N2CCN(c3ccc(F)cc3)CC2)CC1	-2	4	-14	1.2	-12	i	-4	-4	-3
31	CC(C)(C)C1(O)CC(C(F)(F)F)=NN1C(=O)Cc1ccc([N+](=O)[O-])cc1 (configuration not stated)	11	-1	10	0.0	6	i	15	-3	-3
32	CC(C)CC(NC(=O)OC(C)(C)C)C(=O)NCc1ccccc1 (configuration not stated)	6	-1	-4	3.1	-8	i	-6	-4	1
33	O=C(NCCN1CCOCC1)c1cccs1	-1	0	-3	0.5	2	i	-5	6	-3
34	Cc1cnc(C(=O)OCc2csc(CC(=O)Nc3ccccc3C)n2)cn1	-15	-3	0	-0.7	-10	i	-9	-7	-3
35	CCOC(=O)[C@]12CCC=C1N(Cc1ccccc1)C(=O)[C@H](CC(=O)NCc1ccc(OC)c(OC)c1)C2	1	x	4	-1.5	-6	i	-8	-3	10
36	CC(C)(O)C1CC[C@@](C)([C@@H]2CC[C@]3(C)[C@H]2[C@H](O)CC2[C@@]4(C)CCC(O)C(C)(C)C4C(OC4OC(CO)C(O)C(O)C4O[C@@H]4OCC(O)C(O)C4O)C[C@]23C)O1 (some centres not stated)	10	2	-3	-0.3	-3	i	-7	-4	5
37	CCc1nn2cc(C(=O)c3ccccc3O)cnc2c1-c1ccc(F)cc1	9	-1	-2	1.5	-3	i	32	-10	2
38	C#CCSc1nnc(CSc2nc3ccccc3s2)n1-c1ccccc1	4	-3	0	1.0	-11	i	13	-6	-4
39	Cc1ccc(OCCC(=O)OCC(=O)NCc2ccccc2)cc1	-5	2	-4	-0.7	-7	i	-1	-1	-1
40	CCOC(=O)N1CCC(Nc2nc3ccccc3n3nnnc23)CC1	18	-5	-9	1.6	-4	x	-7	-4	-9
41	N#C/C(=C\N1CCCCC1)S(=O)(=O)c1ccc(Cl)cc1	-4	-1	1	-1.0	-4	i	0	-2	2
42	CCN(C(=O)CN1CCCCC1)C1(C)C(=O)c2ccccc2C1=O	6	0	-2	-0.1	4	i	-7	0	4
43	O=C(CSc1nc2ccccc2[nH]1)Nc1ccccc1N1CCOCC1	19	0	7	1.5	-2	i	-4	-5	11
44	CC(=O)Nc1ccc(C(=O)Nc2cc(S(=O)(=O)N3CCOCC3)ccc2N2CCOCC2)cc1	-11	-1	-5	0.3	-8	i	-7	-1	-4
45	O=C(c1noc2c1CSc1ccccc1-2)N1CCN(c2ccc(Cl)cc2)CC1	5	1	8	1.6	-6	i	25	1	2
46	CC(=O)Nc1ccc(S(=O)(=O)N2CCCC3CCCCC32)cc1 (configuration not stated)	8	1	-2	0.5	-7	i	8	-7	10
47	O=C(NC(=S)Nc1ncccn1)c1ccc(Cl)cc1Cl	7	-2	-6	0.6	-3	i	8	2	1
48	CC(C)n1ncc(N2CCOCC2)c(Cl)c1=O	-1	6	2	1.9	-1	i	-6	-8	5
49	Cc1ccc(NS(=O)(=O)c2ccc(NC(=O)c3cccs3)cc2)c(C)c1	-6	0	1	0.2	-11	i	15	-4	1
50	O=C(/C=C/c1cnc2ccccc2n1)NC12CC3CC(CC(C3)C1)C2	4	-2	-6	0.8	-14	i	0	-4	2
51	Cc1ccc(NC(=O)C2CCN(S(=O)(=O)c3ccc(N4CCCC4=O)cc3)CC2)cc1Cl	5	4	9	0.2	-4	i	29	1	2
52	CC(Sc1ncnc2ccccc12)C(=O)Nc1ccc2c(c1)OCCO2 (configuration not stated)	-4	-2	7	0.2	-6	i	10	-10	0
53	CCn1c(CCNS(=O)(=O)c2ccccc2Br)nnc1SC	8	1	0	0.4	-1	i	-8	-5	-2
54	COCCn1c(-c2ccco2)csc1=Nc1cccnc1	-4	0	-1	x	0	i	-5	-2	4
55	O=C(NCCc1ccco1)C(=O)NCC1OCCCN1S(=O)(=O)c1cc(F)ccc1F (configuration not stated)	3	-4	-1	-1.3	0	i	-4	-3	0
56	O=C(CCc1ccc(O)cc1)c1c(O)cc(O)cc1O	-6	2	-8	1.7	-10	i	-1	-2	3

Fetched one by one from above (three):
no.	molecule	SKN-1 inh	Rin1-Abl PPI inh	CendR NRP1 mod	MsrA inhibitor	E coli Lon inh	Neddylation inh	FAS TE block	bovine MsrA act	MT1-MMP act inh
50	O=C(/C=C/c1cnc2ccccc2n1)NC12CC3CC(CC(C3)C1)C2	4	-2	-6	0.8	-14	i	0	-4	2
51	Cc1ccc(NC(=O)C2CCN(S(=O)(=O)c3ccc(N4CCCC4=O)cc3)CC2)cc1Cl	5	4	9	0.2	-4	i	29	1	2
55	O=C(NCCc1ccco1)C(=O)NCC1OCCCN1S(=O)(=O)c1cc(F)ccc1F (configuration not stated)	3	-4	-1	-1.3	0	i	-4	-3	0

Structural class, the entries above containing a Cl atom
no.	molecule	SKN-1 inh	Rin1-Abl PPI inh	CendR NRP1 mod	MsrA inhibitor	E coli Lon inh	Neddylation inh	FAS TE block	bovine MsrA act	MT1-MMP act inh
9	Cc1ccc(C(=O)NC(C(=O)OCc2cn3cc(Cl)ccc3n2)C(C)C)cc1 (configuration not stated)	0	1	10	-1.7	-19	i	13	-2	-3
12	Cc1ccc2c(CC(=O)OCC(=O)Nc3ccc(Cl)cn3)coc2c1	9	2	-20	-1.6	2	i	13	0	1
14	O[C@@H]1C[C@H](c2ccc(Cl)cc2)N(Cc2cccs2)C[C@H]1n1cc(-c2ccc(F)cc2)nn1	-8	0	-49	0.9	-5	i	-2	-6	4
23	O=C(Nc1ccc(Cl)c([N+](=O)[O-])c1)c1ccc2c(c1)OCCO2	0	0	-3	-1.0	-2	i	31	-1	-3
41	N#C/C(=C\N1CCCCC1)S(=O)(=O)c1ccc(Cl)cc1	-4	-1	1	-1.0	-4	i	0	-2	2
45	O=C(c1noc2c1CSc1ccccc1-2)N1CCN(c2ccc(Cl)cc2)CC1	5	1	8	1.6	-6	i	25	1	2
47	O=C(NC(=S)Nc1ncccn1)c1ccc(Cl)cc1Cl	7	-2	-6	0.6	-3	i	8	2	1
48	CC(C)n1ncc(N2CCOCC2)c(Cl)c1=O	-1	6	2	1.9	-1	i	-6	-8	5
51	Cc1ccc(NC(=O)C2CCN(S(=O)(=O)c3ccc(N4CCCC4=O)cc3)CC2)cc1Cl	5	4	9	0.2	-4	i	29	1	2

Compounds as they come; about 4.2% have a hit in one of these screens.
